# Screening data: PubChem, Icahn School of Medicine at Mount Sinai
# ROC1-CUL1 inh = human ROC1-CUL1 E3 ligase inhibition; P62877+Q13616; in vitro K48 di-Ub FRET, acceptor:donor ratio, 45 min; inhibition, % at 10 µM; actives 0.6% (n = 140,000); in the data active means inhibition above about 25%
# Target sequence (P62877 whole entry, looked up): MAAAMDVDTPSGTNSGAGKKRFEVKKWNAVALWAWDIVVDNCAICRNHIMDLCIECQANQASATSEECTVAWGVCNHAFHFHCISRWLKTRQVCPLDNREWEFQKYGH
# Target sequence (Q13616 whole entry, looked up): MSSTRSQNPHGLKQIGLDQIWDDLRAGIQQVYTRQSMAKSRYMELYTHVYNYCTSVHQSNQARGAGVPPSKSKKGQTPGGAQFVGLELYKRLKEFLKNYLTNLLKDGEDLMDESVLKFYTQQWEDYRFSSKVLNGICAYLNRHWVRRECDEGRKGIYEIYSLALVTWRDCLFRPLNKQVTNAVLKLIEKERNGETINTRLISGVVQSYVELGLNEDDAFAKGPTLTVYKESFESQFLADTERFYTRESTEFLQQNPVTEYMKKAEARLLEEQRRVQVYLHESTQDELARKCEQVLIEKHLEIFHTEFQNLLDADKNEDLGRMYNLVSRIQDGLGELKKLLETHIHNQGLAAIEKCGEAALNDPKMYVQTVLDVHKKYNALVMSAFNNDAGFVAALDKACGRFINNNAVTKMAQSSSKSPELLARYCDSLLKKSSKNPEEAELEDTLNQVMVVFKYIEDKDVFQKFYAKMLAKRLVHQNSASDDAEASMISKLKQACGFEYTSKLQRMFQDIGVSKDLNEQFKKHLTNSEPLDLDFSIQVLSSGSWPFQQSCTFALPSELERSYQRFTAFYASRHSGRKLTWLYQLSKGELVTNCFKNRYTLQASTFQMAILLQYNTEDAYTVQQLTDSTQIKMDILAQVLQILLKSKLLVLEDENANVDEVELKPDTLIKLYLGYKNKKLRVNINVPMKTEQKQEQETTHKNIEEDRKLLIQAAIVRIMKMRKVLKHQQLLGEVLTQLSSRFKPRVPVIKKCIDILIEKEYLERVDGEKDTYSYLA
# Active calls of the source: *; & = joins results of further samples. Not all compounds are listed; rates above refer to the full screens.
SMILES,ROC1-CUL1 inh
COc1ccc(CN2COc3ccc4c(-c5ccc(OC)cc5)cc(=O)oc4c3C2)cc1,-3.5
COc1ccc(C(=O)N2CCCC2C(=O)Nc2ccccc2Oc2cccnc2)o1 (stereo not given),6.0
C#CCOc1ccc(/C=C2\SC(=O)N(c3cccc(Cl)c3)C2=O)cc1OCC,9.8
Cc1ccc(Cn2c(C)c3cnn(CC(=O)NCc4ccccc4)c(=O)c3c2C)cc1,1.7
O=S(=O)(c1ccc(Cl)c(Cl)c1)N1CCN(c2ncnc3scc(-c4ccc(F)cc4)c23)CC1,-1.0
CC(C)CC(=O)Nc1nc(-c2ccc(S(=O)(=O)N3CCOCC3)cc2)cs1,5.4
COc1ccc(-n2c(C)c(C#N)c3cc(Br)c(O)c(Br)c32)cc1,1.0
Fc1ccc(-n2nnnc2-c2c[nH]c3ccc(F)cc23)cc1,7.3
Cc1c(CC(=O)N(C)CC2CCOCC2)c2c(n1CC(C)C)CC(C)(C)CC2=O,-5.0
CCn1cc(C(=O)NCC(C)C)c(=O)c2cc(F)c(N3CCN(C(=O)c4ccco4)CC3)cc21,8.0
COC(=O)c1ccc(-c2cccc3c2OC(CNC(=O)Cc2c(C)nn(-c4ccccc4)c2C)C3)nc1 (stereo not given),12.0
Cc1cc(NS(=O)(=O)c2ccc(NC(=S)NC(=O)c3ccc(Br)o3)cc2)no1,1.6
CCc1ccc(NS(=O)(=O)c2ccc3c(c2)C(=O)C(C(=O)NCCc2ccccc2)C=N3)cc1 (stereo not given),5.3
CC(=O)Nc1ccc(C(=O)N(C)C(C(=O)Nc2ccc(C)cc2)c2ccccn2)cc1 (stereo not given),-7.9
COc1ccc(Br)cc1CNc1ncn[nH]1,0.1
CC(=O)c1c(SCc2ccccc2)cc(C)n(-c2ccc(Cl)cc2)c1=S,0.0
COC(=O)CN1C(=O)S/C(=C/c2cc(Cl)c(OCc3cccc(F)c3)c(OC)c2)C1=O,2.5
COCc1cc(C)nc2sc3c(c12)NC(=O)Cn1c-3nc2ccccc21,5.9
CCNC(=O)NC1CC(=O)N(Cc2cccc3ccccc23)C1 (stereo not given),-5.8
O=C(CN1Cc2ccccc2OC(c2ccccc2F)C1)NCCCN1CCOCC1 (stereo not given),3.5
Cc1cccc2c1N=CC(C(=O)O)C2=O (stereo not given),-5.1
CC(=O)c1cccc(NC(=O)c2cc(-c3ccccc3Cl)nc3ccccc23)c1,3.3
COC(=O)c1sc2nc(C)c([N+](=O)[O-])c(C)c2c1N,1.0
CCOc1ccc(-c2cc(-c3nc(-c4cc(OC)c(OC)c(OC)c4)no3)[nH]n2)cc1Cl,9.0
Cc1ccc(NCc2cccn2-c2nnc(N3CCC(C(=O)NC(C)C)CC3)s2)cc1,-2.0

# In the list so far, these contain a furan ring, fused or not.
SMILES,ROC1-CUL1 inh
COc1ccc(C(=O)N2CCCC2C(=O)Nc2ccccc2Oc2cccnc2)o1 (stereo not given),6.0
CCn1cc(C(=O)NCC(C)C)c(=O)c2cc(F)c(N3CCN(C(=O)c4ccco4)CC3)cc21,8.0
Cc1cc(NS(=O)(=O)c2ccc(NC(=S)NC(=O)c3ccc(Br)o3)cc2)no1,1.6

# The list continues.
SMILES,ROC1-CUL1 inh
Cc1ccc(-c2[nH]nc3c2C(c2cccc4ccccc24)C(C#N)C(=N)O3)c(C)c1 (stereo not given),-11.1
O=C1C2C3c4ccccc4C([N+](=O)[O-])(c4ccccc43)C2C(=O)N1c1ccc(O)cc1 (stereo not given),14.3
COc1ccccc1NC(=O)c1sc2nc(C)c(C(=O)Nc3ccc(C)cc3C)c(-c3ccc(C)o3)c2c1N,2.0
CON1C(C)(C)CC(OC(=O)c2ccccc2)CC1(C)C,6.0
CCn1c(CNC(=O)c2ccccc2F)nnc1SCC(=O)Nc1ccc(Cl)cc1,5.8
CC1=C(C(=O)Nc2ccccc2C)C(c2ccc(Cl)cc2)n2c(s/c(=C/c3ccoc3)c2=O)=N1 (stereo not given),-5.2
S=C1C(c2ccccc2)c2cccc3c2N1CCC3 (stereo not given),-2.4
COc1cc(C2CC(c3cccc(NC(C)=O)c3)=Nc3ccccc3S2)cc(OC)c1OC (stereo not given),7.0
O=C(Nc1cc(Cl)ccc1Cl)c1cc2ccccc2cc1O,7.2
COc1ccc(CNc2nc3c(-c4ccc(C)cc4)nnn3c3ccccc23)cc1,6.2
CCc1csc(CNC(=O)c2ccc(N(C)Cc3ccn[nH]3)nc2)n1,7.5
Cc1nc2cc(C(=O)NCCC3=CCCCC3)ccc2n1-c1ccc(Br)cc1,0.6
CC1=NC(=S)NC(c2ccc(OCC(C)C)c3ccccc23)C1C(=O)Nc1ccccc1C (stereo not given),-7.1
COc1ccc(Cl)cc1C(=O)NC(=S)Nc1ccc(Cl)c(Cl)c1,-5.0
CN1C(=O)CC(=NC(=O)/C=C/c2cccs2)N(C)C1=O,-12.4
CC(C)(C)C1CCc2c(sc3nn[nH]c(=O)c23)C1 (stereo not given),-2.7
C1CNC(C2=NCCN2)=N1,-3.7
COCCCNc1ccc(C(=O)N2CCCC(c3ccccc3)CC2)cn1 (stereo not given),1.4
CC(=O)Nc1nonc1-c1nnc(SCc2cccc(Br)c2)n1C,0.1
CCn1ccnc1CNCc1cccnc1Oc1ccccc1C,-0.9
CN(CCc1ccccn1)c1ncccc1CNC(=O)C1CCCC1,10.3
S=C(NCc1cccs1)Nc1ccccc1,-7.6
O=C(COc1ccc(Cl)cc1Cl)Oc1cccc2ccccc12,0.4
CN1C(=O)C(=O)C2c3ccccc3C(=O)c3c(Cl)cc(Cl)c1c32 (stereo not given),32.9*
Cc1ccc(C)c(N2CCN(C(=O)CCCn3ncn4c(cc5occc54)c3=O)CC2)c1,-4.3

# Reformatted: five of the compounds above
ROC1-CUL1 inh,SMILES
1.4,COCCCNc1ccc(C(=O)N2CCCC(c3ccccc3)CC2)cn1 (stereo not given)
0.1,CC(=O)Nc1nonc1-c1nnc(SCc2cccc(Br)c2)n1C
-0.9,CCn1ccnc1CNCc1cccnc1Oc1ccccc1C
10.3,CN(CCc1ccccn1)c1ncccc1CNC(=O)C1CCCC1
-7.6,S=C(NCc1cccs1)Nc1ccccc1

# The results go on.
SMILES,ROC1-CUL1 inh
CCC(Sc1ncc(S(=O)(=O)c2ccc(C)cc2)c(=O)[nH]1)C(=O)Nc1cc(C)ccc1C (stereo not given),4.8
O=C(COc1ccc(Cl)cc1)Nc1nnc(S(=O)(=O)N2CCCCCC2)s1,2.4
CCC(=O)N1N=C2c3ccc(OC)cc3CCC2C1c1ccc([N+](=O)[O-])cc1 (stereo not given),-10.0
COc1cccc(CNC(=O)CCC(=O)N2CC(C)Sc3ccccc32)c1 (stereo not given),-1.3
O=C(CCC(=O)Nc1ccccc1)NNC(=O)c1ccc(-c2ccccc2)cc1,-6.2
O=C(NC1Cc2ccccc2C1)c1ccccc1,0.3
COc1ccc(-c2c(C#N)c(N)nc3c2CC(C)CC3)cc1 (stereo not given),3.3
OCC1(Cc2ccc(Cl)cc2)CCN(Cc2cccnc2)CC1,1.1
CC(=O)c1ccc(N2CCN(C(=O)C3CCN(S(=O)(=O)c4ccc(Br)s4)CC3)CC2)cc1,-6.8
CC(C)(C)C(=O)Nc1ccc2c(c1)CCCN2C(=O)c1ccccc1,2.8
CC(C)N=C1C=C2C=CC=CN2CC1,-4.2
Cc1cc(O)ccc1NC(=O)Cc1cccc2ccccc12,-7.7
COC(=O)c1ccc(CNc2nncc(-c3ccc(F)cc3)n2)cc1,3.9
O=C(CSc1nc2c(cnn2-c2ccc(F)cc2)c(=O)[nH]1)Nc1ccc(Br)cc1,-4.2
CCNS(=O)(=O)c1cc(C(=O)NC2CC2)ccc1OC,6.4
CC(C)NC(=O)C1CCC(Cn2c(=O)c3sccc3n(Cc3ccc(F)cc3)c2=O)CC1 (stereo not given),-13.1
CSc1nc(-c2ccccc2)nc(C(Cl)Cl)n1,-4.8
O=C(Nc1nc2n(n1)C(c1ccc(F)cc1)CC(c1ccccc1)=N2)c1ccc(Cl)cc1 (stereo not given),6.1
COc1cccc(C(=O)Nc2nc(-c3ccc(S(=O)(=O)N4CCCC4)cc3)cs2)c1,1.6
Fc1ccccc1CSCc1nc2ccccc2[nH]1,5.7
COc1ccc(C(=O)C2C(=O)C(=O)N(CCN(C)C)C2c2ccc(OCc3ccccc3)cc2)cc1 (stereo not given),-4.7
Cc1nc(-c2ccc(C)c(N3CCN(C(=O)Nc4ccc(Br)cc4)CC3)c2)no1,3.3
Cc1ccc(NC(=O)Cn2c(=O)n(Cc3ccco3)c(=O)c3ccccc32)c(C)c1,-3.0
N#Cc1ccccc1CN1C(=O)S/C(=C/c2cccn2-c2cccc(C(=O)O)c2)C1=O,0.6
Cc1cc(OC(C)C(=O)N2CCN(c3ncccn3)CC2)cc(C)c1Cl (stereo not given),14.4

# Shown as a hit in ROC1-CUL1 inh, among the entries above:
SMILES,ROC1-CUL1 inh
CN1C(=O)C(=O)C2c3ccccc3C(=O)c3c(Cl)cc(Cl)c1c32 (stereo not given),32.9*

# Next section.
SMILES,ROC1-CUL1 inh
CCCCSc1nc2nc(C)cc(C)n2n1,-8.8
O=C(Nc1cccc(O)c1)c1cc2n(n1)C(C(F)(F)F)CC(c1ccc(Cl)cc1)N2 (stereo not given),1.5
Cc1ccc(-c2[nH]c3c(c2-c2c(-n4cccc4)n(C)c(=O)[nH]c2=O)c(=O)[nH]c(=O)n3C)cc1,1.5
O=C(c1ccccc1)c1ccc2nc(Nc3ccccc3Cl)c3nncn3c2c1,2.8
CC(C)N1CCNC(=O)C1CC(=O)OCc1ccccc1 (stereo not given),-8.1
COc1ccc(CCNC(=O)NCc2noc3ccc(C)cc23)c(OC)c1,-11.1
CC(=O)Nc1ccc(NS(=O)(=O)c2ccc3c(c2)CCCN3C(C)=O)cc1,-2.9
O=[N+]([O-])c1ccc(Sc2nc3ccccc3s2)cc1,1.4
CCOc1ccc(OCCn2c(=S)[nH]c3c(N)ncnc32)cc1,2.9
COCc1ccc(C(=O)Nc2ccc(-c3nc(CNC(=O)c4n[nH]c5ccccc45)c(C)o3)cc2)o1,-7.1
CCC(=O)Oc1ccc(C2Nc3ccccc3-c3nnc(SC)nc3O2)cc1 (stereo not given),1.6
COc1ccc(OC)c(NC(=O)c2cc(-c3ccc(Cl)s3)nc3ccccc23)c1,2.9&2.7
CCOc1ccc(CCNC(=O)CCCc2cc(-c3ccc(OCC)cc3)on2)cc1,-2.0
Cn1c2ccccc2c2c(-c3ccccc3)cc(=O)sc21,7.1
COc1cc(/C=N/NC(=O)C2=COCCO2)cc(OC)c1OC,4.7
COc1cc(Cl)cc(C=C2C(=O)N(C)C(=O)N(C)C2=O)c1O,-10.1
COc1ccc(-c2csc(NN=C(c3ccc(N(C)C)cc3)c3ccc(N(C)C)cc3)n2)cc1,3.7
COc1ccc(-c2c(C)sc(N)[n+]2C)cc1,-6.6
O=C(CNC(=O)c1cccs1)N/N=C/c1cccc(Cl)c1,-4.0
CC(Sc1n[nH]c2nc3ccccc3n12)C(=O)O (stereo not given),0.4
CC(=O)n1c(C#N)c(O)c2ccccc21,5.1
CCOC(=O)c1ccc(N2C(=O)c3n[nH]c(-c4ccco4)c3C2c2ccc(C(=O)OC)cc2)cc1 (stereo not given),3.8
CCCc1[nH]nc2c1C(c1ccc(OC)c(COc3ccc(F)cc3F)c1)C(C#N)C(=N)O2 (stereo not given),0.6
CCC(C)c1ccc(C(C)NC(=O)c2cc(C)on2)cc1 (stereo not given),2.6
O=C(NC1CCCCC1)c1ccc2c(c1)sc1nc(-c3ccc(F)cc3)cn12,6.9

# 3 compounds already listed, arranged by count of non-hydrogen atoms, smallest number first.
SMILES,ROC1-CUL1 inh
O=[N+]([O-])c1ccc(Sc2nc3ccccc3s2)cc1,1.4
COc1ccc(CCNC(=O)NCc2noc3ccc(C)cc23)c(OC)c1,-11.1
COc1ccc(-c2csc(NN=C(c3ccc(N(C)C)cc3)c3ccc(N(C)C)cc3)n2)cc1,3.7

# Continuation:
SMILES,ROC1-CUL1 inh
CCC(=O)Nc1cccc(C(=O)OCc2cc(=O)n3nc(CC)sc3n2)c1,-6.2
Cn1c(=O)c2c(SCC(=O)NCC3CCCO3)nc(-c3cccc(F)c3)nc2n(C)c1=O (stereo not given),0.0
Cc1ccccc1-c1cnnc(N2CCN(C3CCCC3)CC2)n1,0.8
CN(C)c1ncc(CN2CCC(N3CCC(C(=O)NC4CC4)CC3)CC2)s1,-2.7
Cc1ccc(CCNC(=O)CCn2c(=O)c3cccn3c3ccc(F)cc32)cc1,-5.0
CC(C)CC(=O)C1CCCN(C(=O)CC2(c3ccc(-c4ccccc4)cc3)CC(=O)N(C)C2=O)C1 (stereo not given),-5.9
N#Cc1c(-c2ccc(F)cc2)cc(-c2cccs2)nc1SCc1ccncc1,-4.6
O=C(Nc1cc(Cl)ncn1)c1ccccc1,1.4
N#C/C(=C\c1ccc(F)cc1)S(=O)(=O)c1ccccc1,8.6
O=C(C[n+]1ccc2ccccc2c1)c1ccc(Br)cc1,5.7
CCC(=O)N1CCc2cc(S(=O)(=O)CCC(=O)NCc3cccc(OC)c3)ccc21,-9.7
COc1ccc(NC(=O)CCC2CCCN(C(=O)CSC)C2)c(C)c1 (stereo not given),3.2
Cc1cc(C(=O)N/N=C/c2ccccc2C(F)(F)F)n[nH]1,2.4
Cc1ccc(SCC2=NC(=Nc3nc(C)c4ccc(C)cc4n3)NC(=O)C2)cc1,1.8
Cc1cc(=O)n2[nH]c(NC(=O)c3cccc(Cl)c3)nc2n1,2.3
CCN(CC)CCOC(=O)c1ccc2nc(NC(=O)c3ccc(C(=O)OC)cc3)sc2c1,-28.5
CCOc1cccc(NC(=O)C2CC(=O)N(CC)C(=Nc3ccc(F)cc3)S2)c1 (stereo not given),5.2
N#CCc1nc(N)c(C#N)c(N)c1C#N,-4.9
O=C(NCCc1ccc(Cl)cc1)c1nnc(Cc2ccc(Cl)cc2Cl)o1,8.0
COc1ccc(C2CC(C(F)(F)F)n3ncc(C(=O)NC45CC6CC(CC(C6)C4)C5)c3N2)cc1 (stereo not given),-0.7
COC(=O)c1sc2nc(C)cc(C(F)(F)F)c2c1N,-10.2
Cc1ccccc1OCC(=O)NCC1CCCO1 (stereo not given),-4.6
NC(=O)C1CCN(C(=O)c2cc(-c3ccccc3Cl)on2)CC1,10.4
O=C(Nc1cccc(-c2nc3cccnc3s2)c1)c1cccc(Br)c1,-8.1
O=S(=O)(NCCSc1ccccc1)c1ccc(Br)s1,1.5
CC(C)Cn1cc(C(=O)NCc2ccc(Cl)s2)c(=O)c(C(=O)N2CCCCCC2)c1,4.3
